Compound activity as filed in PubChem.
TCR activator – Activators of T cell receptors: qHTS campaign; primary human leukocytes, anti-CD3, IL-2 HTRF, 48 h; 330,000 tested, under 10 active; Potency, µM (series often up to 9.22 µM), without a hit: at the highest dose activation of IL-2 secretion, most hits filed as activators; also: % of control where 0% means no effect
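TCR engagement came from a-CD3 beads alone, with compounds added to primary human leukocytes for 48 hr. Secreted IL-2 bridged europium cryptate- and d2-labelled anti-IL-2 antibodies, giving FRET emission at 665nm after 320nm excitation.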
Mito fusion yeast – qHTS Assay for Small Molecule Inhibitors of Mitochondrial Division or Activators of Mitochondrial Fusion. AID 485298, 2010. S. cerevisiae fusion-defective mutant growth rescue, CellTiterGlo 48 h. actives 0.23% (n = 320,000). Potency, µM (doses to about 46.1 µM), for inactives: at the top dose growth rescue (activation), most hits filed as activators;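 also: potency is read from the fitted curve at half-maximal effect; % of control where 0% means no effect; nearly all actives have a fitted effect of over 45% in size; temperature-sensitive fusion mutants such as fzo1-1 at 37 °C on non-fermentable ethanol glycerol medium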
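S. cerevisiae fusion-defective temperature-sensitive mutants (e.g. fzo1-1, mgm1-5) grown 48 h at 37C in YPEG (ethanol/glycerol non-fermentable) medium with 23 nl compound per well; growth rescue read as CellTiterGlo luminescence.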
ELG1 repair inh – qHTS screen for small molecules that inhibit ELG1-dependent DNA repair in human embryonic kidney (HEK293T) cells expressing luciferase-tagged ELG1; HEK293T ELG1-luciferase reporter, luminescence, 16 h; DNA damage induced by 5-fluorouridine; Potency, µM (doses to about 46.1 µM), for inactives: top-dose activity change, negative = inhibition, usual class: inhibitors; actives 2.3% (n = 330,000); also: potency is read from the fitted curve at half-maximal effect; % is scaled to controls: 0 for no effect and ±100 for the full control effect; nearly all actives have a fitted effect of over 55% in size
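Step one: seed 2,000 cells per well. Step two: pin-transfer compound or DMSO alongside 5-fluorouridine. Step three: incubate 16 hr, 37 °C, 5% CO2. Step four: add ONE-Glo, wait 30 min, read luminescence.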
A-T KAP1 phos – qHTS Assay for Identifying a Potential Treatment of Ataxia-Telangiectasia | […] A-T fibroblasts, KAP-1 phosphorylation AlphaLISA; neocarzinostatin DNA damage 30 min before lysis | Potency, µM (doses to about 57.5 µM), for inactives: at the highest dose activation, usual class: activators | actives 0.19% (n = 320,000); also: potency is read from the fitted curve at half-maximal effect; % of control where 0% means no effect; nearly all actives have a fitted effect of over 45% in size
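ATM-like activity read as KAP-1 phosphorylation via AlphaLISA donor/acceptor antibody pairs after lysis and 6 hr at 25C. Cells were ATM-null patient fibroblasts ([…], hTERT), dosed 60 min, then exposed to the DSB inducer NCS for 30 min.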
Integrin act MD – qHTS for Activators of Integrin-Mediated Alleviation for Muscular Dystrophy; AID 624291, 2012; alpha7betagal myoblasts, beta-gal FDG fluorescence, 48 h; Potency, µM (top dose mostly 38.3 µM), inactives show at the top dose activation, usual class: activators; actives 0.064% (n = 350,000);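 also: potency is read from the fitted curve at half-maximal effect; 100% = response of the positive control SU9516; nearly all actives have a fitted effect of over 60% in size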
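alpha7betagal+/- myoblasts (passage 13, 250/well) treated 48 h at 37C with compounds at 1:260 dilution of DMSO stock. Lysed, then beta-galactosidase activity read as FDG fluorescence (ex 480/em 540) after 30 min, with pre-read for autofluorescence.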
Tb PFK block – qHTS Assay to Find Inhibitors of T. brucei phosphofructokinase; ATP-dependent 6-phosphofructokinase (Trypanosoma brucei brucei), O15648; T. brucei PFK, ADP-Glo luminescence; Potency, µM (doses to about 57.5 µM), inactives show at the top dose activity, negative = inhibition, usual class: inhibitors; actives 0.17% (n = 330,000); AID 485367, 2010;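 also: potency is read from the fitted curve at half-maximal effect; 0% = uninhibited 1x PFK enzyme wells and -100% = no-enzyme wells; nearly all actives have a fitted effect of over 60% in size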
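1.25 nM PFK with 0.5 mM F6P and 0.1 mM ATP in 0.1 M TEA pH 8.0, 5 mM MgCl2, incubated 45 min at room temperature; ADP measured by ADP-Glo luminescence; compounds titrated up to 57 uM.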
TSHR antagonist – Antagonists of the Thyroid Stimulating Hormone Receptor: HTS campaign | Thyrotropin receptor (Homo sapiens), P16473 | TSHR-expressing cells, TSH-stimulated cAMP HTRF, 2 h; active compounds read low | activity change, negative = inhibition, % at 11.5 µM | actives 0.2% (n = 330,000) | AID 504810, 2011;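 active = activity change below a set negative limit, meaning inhibition stronger than a set level, cut at about -70% in these data; inconclusive = activity change between two set negative limits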; also: % is scaled to controls: 0 for no effect and ±100 for the full control effect
Target sequence (P16473 whole entry, looked up): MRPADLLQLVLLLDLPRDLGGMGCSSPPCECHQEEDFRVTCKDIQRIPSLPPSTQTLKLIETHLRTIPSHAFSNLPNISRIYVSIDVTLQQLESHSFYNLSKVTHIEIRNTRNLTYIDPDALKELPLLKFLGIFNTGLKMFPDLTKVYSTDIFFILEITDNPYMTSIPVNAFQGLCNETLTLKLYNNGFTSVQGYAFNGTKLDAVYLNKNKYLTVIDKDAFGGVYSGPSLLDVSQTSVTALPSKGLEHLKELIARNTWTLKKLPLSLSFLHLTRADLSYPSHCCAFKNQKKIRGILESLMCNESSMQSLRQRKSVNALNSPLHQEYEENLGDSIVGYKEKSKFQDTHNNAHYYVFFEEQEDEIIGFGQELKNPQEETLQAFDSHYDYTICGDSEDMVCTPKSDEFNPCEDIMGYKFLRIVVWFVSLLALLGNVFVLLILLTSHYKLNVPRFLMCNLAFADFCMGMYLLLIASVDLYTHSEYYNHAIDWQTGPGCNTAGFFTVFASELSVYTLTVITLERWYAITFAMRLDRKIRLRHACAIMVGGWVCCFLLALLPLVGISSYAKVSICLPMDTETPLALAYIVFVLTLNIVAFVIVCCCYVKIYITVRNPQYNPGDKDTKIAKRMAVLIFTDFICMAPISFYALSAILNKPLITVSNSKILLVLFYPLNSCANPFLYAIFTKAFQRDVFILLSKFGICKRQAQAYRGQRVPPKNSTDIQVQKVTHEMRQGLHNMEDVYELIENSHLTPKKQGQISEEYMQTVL
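Antagonism was scored as loss of TSH-driven cAMP in TSHR cells, stimulated with 4nM TSH (EC80) for 2 hours at 37 deg C and detected by homogeneous HTRF competition immunoassay.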
BCR signal inh – qHTS Assay to Find Inhibitors of Chronic Active B-Cell Receptor Signaling. ABC-DLBCL IkBa-CBG/CBR reporter, luminescence ratio, 4 h. Potency, µM (series often up to 46.1 µM), for inactives: at the highest dose ratio change, negative = lower green/red ratio, actives largely listed as inhibitors. actives 0.05% (n = 340,000). AID 493014, 2011; active = well fitted inhibition curve with a large enough effect in the signal ratio, with a control signal flat, not every such curve was filed as active; inconclusive = small, poorly fitted or top-dose-only effect, or effect the other way, or a change in a side signal; the % refers to the signal ratio;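 also: potency is read from the fitted curve at half-maximal effect; plate controls were basal doxycycline-induced cells for no effect and cells given 10 µM MG132 for full effect; MG132 reads +100%, hits lower the ratio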
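Cell line TMD8 (human ABC DLBCL), stably expressing tet-inducible CBG68-IkBa fusion and CBR; IMDM/0.5% FBS; cpd up to 46 uM; dox induction, 4 h, 37C/5% CO2; dual luminescence; green/red ratio; MG132 control.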
Eya2 phos inh – qHTS Assay for Inhibitors of the Phosphatase Activity of Eya2; Potency, µM (doses to about 76.9 µM), for inactives: top-dose activity, negative = inhibition, hits mostly inhibitors; Protein phosphatase EYA2 (Homo sapiens), O00167; recombinant Eya2, OMFP fluorescence dephosphorylation (OMFP is methylfluorescein phosphate); AID 488837, 2010; actives 0.006% (n = 330,000); also: potency is read from the fitted curve at half-maximal effect; % is scaled to controls: 0 for no effect and ±100 for the full control effect
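Eya2 protein (added as 0.2 uM solution) was preincubated with compound for 10 min at ambient temperature in 50 mM HEPES pH 7.5, 50 mM NaCl, 5 uM MgCl2, 0.05% BSA, 1 mM DTT. OMFP (added at 50 uM) then reacted 10 min; fluorescence read at 485/525 nm.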
PTAP TSG101 blk – qHTS Assay for Iinhibitors of HIV-1 Budding by Blocking the Interaction of PTAP/TSG101; Fluorescence polarization, FITC-PTAP peptide / Tsg101 binding; Potency, µM (highest dose often 115 µM), for inactives: top-dose activity change, negative = inhibition, actives largely listed as inhibitors; 340,000 tested, under 10 active; AID 493005, 2010; active = well fitted inhibition curve with a large enough effect in the main read-out, with a control signal flat, not every such curve was filed as active; inconclusive = small, poorly fitted or top-dose-only effect, or effect the other way, or a change in a side signal; inactive = no such curve, though single readings can be large or run the other way; also: potency is read from the fitted curve at half-maximal effect; % of control where 0% means no effect
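FP read-out: FITC-PTAP peptide, 50 nM final, binding Tsg101 binding domain, 10 uM final; 20 min, r.t.; 10 mM HEPES pH 7.5, 0.15 M NaCl, 0.01% Tween 20, 3 mM EDTA, 0.1 mM TCEP.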
S-ASM inh – Inhibitors of Secretory Acid Sphingomyelinase (S-ASM): qHTS | Sphingomyelin phosphodiesterase (Homo sapiens), P17405 | Potency, µM (series often up to 57.5 µM), for inactives: top-dose activity change, negative = inhibition, actives largely listed as inhibitors | AID 504937, 2011 | placental ASM, HMU-PC fluorogenic substrate, 60 min | actives 0.006% (n = 340,000); also: potency is read from the fitted curve at half-maximal effect
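Fluorogenic HMU-PC substrate (9 uM final) is turned over by placental ASM in 60 min at 37 C after a 10 min compound preincubation. Reaction ended by alkaline stop (pH 10), with fluorescence read at 386/447 nm.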
* marks the source's active call; other numbers are inactive results; ? = inconclusive; . = not tested or not shown; [ ] = remark or other dose. Unless noted, calls follow the shape of the dose curve; as a rule, active = well fitted curve in the direction sought with a large enough effect; inconclusive = small, poorly fitted or top-dose-only effect, or another doubt; inactive = no such curve, though single readings can be large; an effect the other way counts as inactive or inconclusive.

SMILES	TCR activator	Mito fusion yeast	ELG1 repair inh	A-T KAP1 phos	Integrin act MD	Tb PFK block	TSHR antagonist	BCR signal inh	Eya2 phos inh	PTAP TSG101 blk	S-ASM inh
Cc1cccc(NC(=O)c2ccc3c(c2)C(=O)N(Cc2cccnc2)C3=O)c1C	0%	-3%	16%	14%	22%	-7%	-6	-10%	-4%	-6%	3%
CCCSc1ccc([C@H]2N[C@@](Cc3ccccc3)(C(=O)OC)[C@H]3C(=O)N(C)C(=O)[C@@H]23)cc1	7%	.	-4%	-1%	3%	1%	15	-2%	6%	-7%	?
O=C(C[n+]1cc(-c2ccc(Cl)cc2)n2c1CCC2)N1c2ccccc2Sc2ccccc21	-3%[46.1 µM]	2%	10%	1%	-23%	-7%	3	?	-1%	-6%	-2%
CCC(C(=O)OCC(=O)Nc1ccc(C)c(S(=O)(=O)N2CCOCC2)c1)c1ccccc1 (stereo not drawn)	0%	0%	-19%	18%	-26%	19%	15	?	-36%	-5%	-3%
O=C(CCNC(=O)c1ccco1)Nc1nc2ccccc2s1	-1%	0%	?	4%	10%	1%	-6	3%	24%	-2%	0%
C=C1CC[C@H](O)C/C1=C/C=C1\CCC[C@]2(C)[C@@H]([C@H](C)/C=C/[C@H](C)C(C)C)CC[C@@H]12	3%	10%	-3%	-3%	.	-10%	-9	4%	?	0%	-14%
COc1ccc(C(=O)Nc2ccccc2C(=O)Nc2cc(C)ccn2)cc1	.	-4%	?	18%	-18%	3%	-4	?	-14%	-6%	-2%
Cc1ccc(C(C)C)c(OCCN2CCc3ccccc3C2)c1	-3%	-9%	?	35µM*	-35%	-3%	1	1%	-13%	-2%	0%
S=c1[nH]nc(-c2cc(-c3ccco3)[nH]n2)n1-c1ccccc1	-3%	1%	-2%	-16%	20%	-7%	-4	0%	-15%	-3%	-2%
COc1ccc(CN2CCNC(=O)C2CC(=O)NCCN2CCCCC2=O)c(F)c1 (stereo not drawn)	-4%	-13%	12%	-7%	17%	-6%	12	-1%	29%	1%	3%
COc1ccc(NC(=O)Nc2nnc(-c3ccccc3F)s2)cc1	-6%	2%	?	-10%	-10%	3%	-3	4%	3%	-2%	0%
CCOC(=O)CC(=O)CSc1nc2ccc(OC)cc2cc1C	-9%	-3%	1%	8%	-4%	-3%	-15	-2%	-3%	-9%	-2%
O=C(Cn1cnc2ccccc21)c1ccc(Cl)cc1	.	-2%	-17%	2%	-1%	-5%	7	0%	4%	-6%	-2%
COc1nc(-c2ccccc2)ccc1-c1noc(-c2ccco2)n1	-62%	6%	?	2%	3%	-1%	-18	10%	6%	-1%	-1%
Cc1cc(C)cc(NC(=S)Nc2cccc3ccccc23)c1	-6%	-3%	?	6%	?	3%	-10	-9%	2%	-3%	-1%
COc1cc(-c2nc(S(=O)(=O)c3ccccc3)c(N3CCOCC3)o2)cc(OC)c1OC	3%	-1%	?	-6%	13%	0%	-7	-21%	-7%	-5%	0%
O=C(N/N=C/c1cccc(O)c1)c1ccc(NC(=O)c2cccc([N+](=O)[O-])c2)cc1	1%	-1%	?	0%	14%	-9%	-5	?	-9%	-9%	-21%
S=C(NCc1ccc(Cl)cc1)NC12CC3CC(CC(C3)C1)C2	-7%	-20%	?	-3%	-46%[inhibitor]	0%	-23	16%	14%	-4%	-4%
O=C(OCC(=O)c1cccs1)c1cccc(C(=O)OCC(=O)c2cccs2)n1	.	1%	1%	-8%	0%	1%	-1	0%	7%	-13%	-4%
CCOC(=O)C1CCN(C(=O)c2cc3cc4ccc(C)cc4nc3o2)CC1	-1%	2%	?	4%	-37%	-5%	-15	?	6%	0%	-2%
O=C(Nc1cccc(C(F)(F)F)c1)Nc1ccc(N2CCCC2)c(S(=O)(=O)Nc2ccccc2Cl)c1	2%[46.1 µM]	6%	?	5%	-52%[inhibitor]	-3%	-15	?	5%	-1%	-8%
COc1ccc(C(=O)NNC2CC(=O)N(Cc3ccccc3)C2=O)cc1OC (stereo not drawn)	6%[46.1 µM]	0%	7%	-3%	18%	1%	-7	-1%	5%	-1%	2%
CCOc1ccc(-n2cc(C(=O)Nc3ccc(Cl)cn3)c3cc(OC)c(OC)cc3c2=O)cc1	-7%	-2%	8%	.	-29%	-2%	27	4%	-3%	-6%	7%
Oc1ccc(-c2cccc(-c3ccc(O)cc3)c2)cc1	4%	-11%	?	7%	-21%	0%	-3	?	-11%	1%	-6%
COc1cc(C(=O)NNc2nc3cc4c(cc3s2)OCO4)cc(OC)c1OC	-4%	-5%	-21%	-12%	-9%	1%	-5	1%	-8%	-7%	-2%
Cc1cccc(OCc2n[nH]c(=S)o2)c1C	10%	3%	2%	-2%	11%	3%	4	0%	8%	-4%	8%
O=C(N/N=C/CCc1ccccc1)c1ccccc1	0%	-1%	0%	-4%	8%	-1%	-4	?	16%	-2%	4%
CCOC(=O)c1cc(CC)sc1NC(=O)c1cc(OCC)c(OCC)c(OCC)c1	-7%	3%	-7%	1%	?	3%	7	-3%	-5%	-3%	26%
Cc1ccc2c(NC(=O)C3CC3)cccc2n1	0%	-2%	-3%	-2%	-5%	-3%	-1	2%	-8%	-1%	4%
Cc1oc(-c2ccc3ccccc3c2)nc1CN(C)C(C)c1ccncn1 (stereo not drawn)	2%	5%	9%	4%	-6%	1%	37	?	5%	-5%	10%
Cc1cc(C)nc(SCc2ccccc2C#N)n1	-2%	4%	16%	6%	-5%	-7%	5	-13%	10%[15.4 µM]	0%	-2%
Cc1ccc(N(CC(O)CN2CCOCC2)S(=O)(=O)c2ccc3ccccc3c2)cc1 (stereo not drawn)	-12%	-2%	-7%	0%	-5%	-1%	13	-13%	-19%	-6%	1%
CCN(CC)S(=O)(=O)c1cccc(C(=O)N/N=C/c2ccc(OC)c(O)c2)c1	1%[46.1 µM]	4%	7%	9%	18%	0%	-5	1%	-4%	-1%	0%
CCOC(=O)CN(C(=O)CSc1nnc(CNc2ccc(F)cc2)n1CC)c1ccc(F)cc1	2%	-5%	2%	3%	3%	-2%	-4	?	5%	-4%	1%
CCOc1ccc(-n2c(-c3ccccc3)nnc2-c2ccccc2)cc1	-7%	0%	11%	-5%	7%	-7%	2	6%	3%	0%	-1%
Cc1onc(-c2ccccc2Cl)c1C(=O)N1CCCCC1C (stereo not drawn)	2%	1%	8%	6%	-18%	-6%	5	7%	17%	-3%	5%
N/C(=N\c1nc2ccccc2o1)NC(=O)c1ccc(Cl)cc1	-3%[46.1 µM]	-4%	?	-9%	-13%	0%	0	6%	-5%	5%	-2%
CC(C)c1[nH]nc2c1C(C1C=CCCC1)C(C#N)=C(N)O2 (stereo not drawn)	5%	-7%	13%	4%	-24%	0%	-15	?	-22%	-2%	0%
Cc1ccccc1NC(=O)CCN1CCN(CCO)CC1	3%	7%	19%	2%	-13%	-1%	47	-11%	19%	-1%	-1%
S=C1NCCOCCNC(=S)NCCOCCOCCOCCN1	2%[46.1 µM]	-2%	0%	8%	7%	-2%	0	1%	-2%	-4%	-1%
CCC(Sc1nnnn1C)C(=O)Nc1ccc(C(C)=O)cc1 (stereo not drawn)	0%	-1%	0%	2%	12%	2%	-3	?	0%	-3%	1%
